KB-V1 MDR tox: KB-V1 MDR subline cytotoxicity | KB-V1 MDR cells viability, CellTiter-Glo, 72 h | Potency, µM (series often up to 46.1 µM), inactives show at the highest dose activity change, negative = cytotoxicity, hits mostly cytotoxic | hit rate 3.4% among 400,000; note: potency is the fitted concentration of half-maximal effect; % is set by controls: 0 for no effect and ±100 for the full control effect; nearly all actives have a fitted effect of over 60% in size
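Readout: CellTiter-Glo luminescence, 10 min after addition. Cells: KB-V1 MDR subline, 72 h at 37 degrees C with compound. Analysis: corrected, normalized data fitted to concentration-effect curves.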
HT1080NT lethal: kills 2HG-producing HT-1080-NT fibrosarcoma cells | HT-1080-NT fibrosarcoma viability, CellTiter-Glo ATP luminescence, 48 h | Potency, µM (doses to about 46.1 µM), for inactives: at the top dose activity, negative = less viability, most hits filed as cytotoxic | hit rate 1.6% among 360,000;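 note: NT is the 2HG producing partner of a matched IDH1 knockdown line; potency is the fitted concentration of half-maximal effect; 0% = DMSO-treated cells and -100% = media-only wells without cells; nearly all actives have a fitted effect of over 55% in size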
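HT-1080-NT; 750 cells/well; 5% FBS RPMI; 48 h compound, 37 degrees C; CellTiter-Glo luminescence; curve fitting and curve-class assignment.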
SW480 rerep: DNA re-replication induction in SW480 cells | AID 624297 | Potency, µM (titrated, usually from 46.1 µM), without a hit: at the highest dose re-replication activation, most hits filed as activators | hit rate 1.8% among 340,000 | SW480 DNA re-replication, Hoechst DNA content imaging, 48 h; note: potency is the fitted concentration of half-maximal effect; % of control where 0% means no effect; nearly all actives have a fitted effect of over 55% in size
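First, 250 cells per well were seeded. Next, compound or vehicle (23 nL) was pinned in, plates sat 48 hr at 37 C. Finally Hoechst was added for 40 min before fluorescence scanning.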
IL1B secr inh: blocks inflammasome-driven IL-1 beta release. hit rate 4.7% among 360,000. THP-1 LPS/ATP IL-1B secretion, AlphaLISA, 16 h; active compounds read low. AID 743279. activity change, % at 57.5 µM; in the data active = activity change below about -50%; inconclusive = mostly about -30% to -49%; note: % is set by controls: 0 for no effect and ±100 for the full control effect
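Secreted IL-1B measured by AlphaLISA bead assay after 16 h compound exposure of THP-1 cells; compounds (final up to 57.5 uM) added 1 h before LPS (250 ng/mL) and ATP (1.25 mM) stimulation; lower signal means less secretion.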
WRN helicase inh: inhibitors of human WRN helicase. Q14191. WRN helicase unwinding, fluorescent forked duplex, kinetic. Potency, µM (doses to about 114 µM), for inactives: top-dose activity change, negative = inhibition, hits mostly inhibitors. hit rate 0.46% among 360,000. AID 651768; note: potency is the fitted concentration of half-maximal effect; % is set by controls: 0 for no effect and ±100 for the full control effect; nearly all actives have a fitted effect of over 55% in size
Target sequence (Q14191 whole entry, looked up): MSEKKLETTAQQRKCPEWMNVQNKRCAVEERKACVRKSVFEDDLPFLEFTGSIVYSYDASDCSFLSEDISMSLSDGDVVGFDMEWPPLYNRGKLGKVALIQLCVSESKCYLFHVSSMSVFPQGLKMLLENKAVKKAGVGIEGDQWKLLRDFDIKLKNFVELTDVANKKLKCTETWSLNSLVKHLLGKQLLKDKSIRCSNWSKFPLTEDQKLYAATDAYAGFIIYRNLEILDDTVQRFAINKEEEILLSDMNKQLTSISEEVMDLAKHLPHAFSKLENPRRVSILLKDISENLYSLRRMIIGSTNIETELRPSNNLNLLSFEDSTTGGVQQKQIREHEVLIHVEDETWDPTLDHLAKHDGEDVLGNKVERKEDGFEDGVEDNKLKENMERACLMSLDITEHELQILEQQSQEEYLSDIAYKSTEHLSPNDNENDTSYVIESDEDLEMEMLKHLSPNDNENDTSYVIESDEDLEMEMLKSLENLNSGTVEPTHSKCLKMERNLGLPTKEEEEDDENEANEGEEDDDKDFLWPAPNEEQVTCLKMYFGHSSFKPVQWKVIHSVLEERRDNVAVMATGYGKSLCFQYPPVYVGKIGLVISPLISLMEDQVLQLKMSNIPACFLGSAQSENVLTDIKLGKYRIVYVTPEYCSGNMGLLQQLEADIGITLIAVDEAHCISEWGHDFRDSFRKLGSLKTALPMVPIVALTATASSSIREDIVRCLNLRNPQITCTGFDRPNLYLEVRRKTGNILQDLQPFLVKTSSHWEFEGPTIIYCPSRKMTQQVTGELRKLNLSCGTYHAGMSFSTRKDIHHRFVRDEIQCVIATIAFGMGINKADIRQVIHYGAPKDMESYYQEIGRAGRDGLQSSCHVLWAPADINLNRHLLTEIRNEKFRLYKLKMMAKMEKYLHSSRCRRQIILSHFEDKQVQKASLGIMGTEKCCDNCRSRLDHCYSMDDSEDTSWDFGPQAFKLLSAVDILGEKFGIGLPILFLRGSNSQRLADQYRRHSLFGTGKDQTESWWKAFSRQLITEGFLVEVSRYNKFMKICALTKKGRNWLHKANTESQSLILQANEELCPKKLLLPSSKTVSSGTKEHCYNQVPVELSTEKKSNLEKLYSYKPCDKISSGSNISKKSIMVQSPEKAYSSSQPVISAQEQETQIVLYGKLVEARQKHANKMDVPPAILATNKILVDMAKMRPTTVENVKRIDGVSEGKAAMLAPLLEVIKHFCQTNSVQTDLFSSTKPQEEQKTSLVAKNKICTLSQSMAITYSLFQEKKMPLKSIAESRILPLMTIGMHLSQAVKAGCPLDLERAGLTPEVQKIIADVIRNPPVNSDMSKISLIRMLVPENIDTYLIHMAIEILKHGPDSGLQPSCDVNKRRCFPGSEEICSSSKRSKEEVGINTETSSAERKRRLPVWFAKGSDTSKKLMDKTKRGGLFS
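Primary qHTS, 1536-well format. 20 nM WRN + compound, 15 min RT; start with 100 nM forked fluorophore/quencher duplex, 2 mM ATP (final); kinetic read ex 525/em 598 nm.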
MCF10A rerep: induces DNA re-replication in MCF 10a normal breast cells | hit rate 2.9% among 350,000 | MCF 10A DNA re-replication, Hoechst nuclear intensity, 48 h | Potency, µM (top dose mostly 46.1 µM), without a hit: at the top dose activity, positive = re-replication, actives largely listed as activators; note: potency is the fitted concentration of half-maximal effect; % of control where 0% means no effect; nearly all actives have a fitted effect of over 50% in size
KB-3-1 tox: KB-3-1 parental cell cytotoxicity; KB-3-1 viability, CellTiter-Glo ATP luminescence, 72 h; Potency, µM (series often up to 46.1 µM), for inactives: at the highest dose activity change, negative = cytotoxic, usual class: cytotoxic; hit rate 1.4% among 400,000; AID 1347075; note: potency is the fitted concentration of half-maximal effect; % is set by controls: 0 for no effect and ±100 for the full control effect; nearly all actives have a fitted effect of over 60% in size
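Parental KB-3-1 viability, qHTS format: 72 h compound exposure, 37 °C; CellTiter-Glo; media-only wells and DMSO plates as controls; concentration-effect fits on corrected data.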
ATXN2 expr inh: reduces ATXN2 reporter expression in HEK-293 cells; HEK-293 ATXN2-luciferase reporter, luminescence, 24 h; Potency, µM (doses to about 57 µM), without a hit: at the top dose activity change, negative = inhibition, usual class: inhibitors; hit rate 0.72% among 360,000; AID 1745845; note: potency is the fitted concentration of half-maximal effect; % is set by controls: 0 for no effect and ±100 for the full control effect; nearly all actives have a fitted effect of over 55% in size
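ATXN2-luciferase reporter cells (luciferase flanked by upstream and downstream ATXN2 gene portions) were treated 24 h at 37 °C with compounds at up to 57 uM. SteadyGlo luminescence gave expression; GF-AFC fluorescence gave viability.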
HT1080 IDH1KD tx: HT-1080 IDH1 knockdown cell toxicity (counter line). hit rate 2% among 360,000. AID 686971. Potency, µM (series often up to 46.1 µM), without a hit: at the top dose activity, negative = toxicity, hits mostly cytotoxic. HT-1080 IDH1 knockdown viability, ATP luminescence, 48 h;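 note: potency is the fitted concentration of half-maximal effect; 0% = DMSO wells and -100% = cell-free medium wells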
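% activity derives from luminescence (CellTiter-Glo), normalised to DMSO and no-cell wells. HT-1080-IDH1KD cells, 750/well, had 48 h compound exposure at 37 °C.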
* = called active by the depositor; ? = inconclusive; nt = no result given; [ ] = another dose, or the depositor's remark. Unless noted, calls come from the whole dose curve; as a rule, active = well fitted curve in the direction sought with a large enough effect; inconclusive = small, poorly fitted or top-dose-only effect, or another doubt; inactive = no such curve, though single readings can be large; an effect the other way counts as inactive or inconclusive. No enrichment for hits (roughly 12% active in at least one column).

item	molecule	KB-V1 MDR tox	HT1080NT lethal	SW480 rerep	IL1B secr inh	WRN helicase inh	MCF10A rerep	KB-3-1 tox	ATXN2 expr inh	HT1080 IDH1KD tx
1	O=C(CCCc1ccccc1)Nc1ccc(S(=O)(=O)N2CCOCC2)cc1	?	-20%	3%	-15	-13%	-3%	-14%	3%	-4%
2	CCc1ccc(S(=O)(=O)/N=C2/C=C(Sc3ncn[nH]3)C(=O)c3ccccc32)cc1	1%	5.8µM*	4.6µM*	-99*	20µM*	3.3µM*	-20%	16µM*	5.2µM*
3	C#CCNC(=O)C1=C[C@H](c2ccc(Br)cc2)C[C@H](OCc2ccc(CO)cc2)O1	22%	7%	?	-17	-3%	-1%	0%	3%	7%
4	Cc1ccc(/C=C/C(=O)N2CC(C)CC(C)C2)o1 (centres undefined)	4%	?	16µM*	?	-30%	23µM*	-20%	1%	?
5	CN(C)S(=O)(=O)Nc1cccc(Br)c1	1%	7%	-2%	0	6%	0%	-1%	15%	0%
6	Cc1cccc(S(=O)(=O)N(C)C[C@H]2OCc3cn(nn3)CCCC(=O)N([C@H](C)CO)C[C@@H]2C)c1	4%	5%	nt	10	-3%	nt	16%	7%	2%
7	CCN(CC(=O)Nc1ccccc1C(F)(F)F)C(=O)c1ccc2c(c1)NC(=O)CS2	12%	6%	?	17	-36%	4%	3%	2%	7%
8	CNC(=O)[C@@H]1C[C@H]1[C@@H](NC(=O)OCc1ccccc1)c1ccccc1	-20%	12%	-1%	73	4%	-1%	0%	27%	9%

3 entries already listed, arranged by the number in WRN helicase inh, lowest first.
| item | smiles | WRN helicase inh |
| --- | --- | --- |
| 4 | Cc1ccc(/C=C/C(=O)N2CC(C)CC(C)C2)o1 (centres undefined) | -30% |
| 3 | C#CCNC(=O)C1=C[C@H](c2ccc(Br)cc2)C[C@H](OCc2ccc(CO)cc2)O1 | -3% |
| 8 | CNC(=O)[C@@H]1C[C@H]1[C@@H](NC(=O)OCc1ccccc1)c1ccccc1 | 4% |

The listing continues:
item	molecule	KB-V1 MDR tox	HT1080NT lethal	SW480 rerep	IL1B secr inh	WRN helicase inh	MCF10A rerep	KB-3-1 tox	ATXN2 expr inh	HT1080 IDH1KD tx
9	CN(CCc1ccccc1)C(=O)c1ccc(NC(=O)Cc2cccc(NC(=O)C3CCN(S(=O)(=O)c4cccc([N+](=O)[O-])c4)CC3)c2)cc1	?	4%	-2%	-14	7%	?	14%	1%	2%
10	CCOc1ccccc1CNC(CC)CO (centres undefined)	-5%	0%	-11%	-16	-4%	-4%	-1%	4%	-1%
11	Cc1ccc(OCCn2cc(/C=N/NC(=O)c3ccncc3)c3ccccc32)cc1	0%	-29%	4%	?	-27%	?	0%	?	?
12	CC(C)[C@H](NC(=O)C1CCN(S(=O)(=O)c2ccc(F)cc2)CC1)C(=O)N1CCCC1	15%	-1%	16%	11	5%	0%	0%	2%	10%
13	CCOc1nc(C)ccc1-c1noc(-c2ccncc2)n1	3%	-1%	-7%	-1	7%	-1%	10%	11%	-7%
14	O[C@H]1CN(Cc2cccs2)[C@@H](c2ccccc2)C[C@@H]1n1cc(-c2ccc(F)cc2)nn1	0%	2%	nt	41	-4%	nt	-8%	?	-12%
15	CCOC(=O)C1CCCCN1C(=O)CCc1c(C)nc2cc(-c3ccccc3)nn2c1C (centres undefined)	13%	13%	-6%	38	1%	-2%	-5%	?	11%
16	COc1ccc(NC(=O)CN(C)C(=O)c2cc(C)oc2C)cc1	5%	-2%	nt	24	22%	nt	5%	nt	-1%
17	COc1cccc(NC(=O)N2CCc3nc(Nc4ccc(C(C)C)cc4)ncc3C2)c1	-24%	?	nt	-14	-1%	nt	-1%	0%	-10%
18	O=c1[nH]c(SCc2ccc(Cl)cc2)nc2c1CCC2	3%	-6%	-2%	52	1%	13%	16%	19%	-10%
19	C=CCNC(=O)CSc1nc2cc(C(=O)OCC)ccc2n1CC	-16%	18%	2%	0	10%	2%	3%	0%	11%
20	CCOc1c(Br)cc(C(=O)N2CCCN(C)CC2)cc1OC	-4%	6%	5%	32	2%	-2%	1%	0%	1%
21	C[C@H](CO)N1C[C@H](C)[C@H](CN(C)S(=O)(=O)c2cccc(F)c2)Oc2ncc(-c3cccc(C(=O)N(C)C)c3)cc2C1=O	0%	-3%	nt	-8	0%	nt	-16%	-10%	4%
22	O=C(NCc1ccncc1)c1cnccn1	9%	-3%	-2%	-7	-7%	?	-3%	-4%	-5%
23	O=C1OC(c2ccc(Br)cc2)=N/C1=C\c1ccco1	0%	12%	-7%	-10	-21%	-15%	3%	-9%[11.3 µM]	27%
24	COc1ccccc1N1CCN(C2CCCN(S(=O)(=O)c3ccccc3)C2)CC1 (centres undefined)	?	0%	7%	0	-17%	1%	-25%	-14%	-1%
25	Cn1c(CNc2nc(-c3ccccc3)cs2)nnc1SCC(=O)N1CCc2ccccc21	9%	-17%	0%	-16	-19%	4%	-29%	-16%	-13%
26	CN1CCN(C(=O)C2CCC(=O)N(CCc3cccc(F)c3)C2)CC1 (centres undefined)	nt	3%	4%	4	-18%	0%	nt	-2%	7%
27	Cc1ccc(CSCC(=O)N2CCN(c3ccccc3)CC2)cc1	-3%	0%	-1%	4	-32%[57.1 µM]	1%	1%	14%	13%
28	Cc1ccc2c(C)c(C(=O)N3CCN(c4ccncc4)CC3)oc2c1C	0%	?	?	-52*	7%	?	-14%	?	?
29	O=c1c2ccccc2ncn1-c1ccccc1C(F)(F)F	0%	3%	-146%[inhibitor]	13	9%	3%	2%	nt	-2%
30	N#C/C(=C/c1cn(-c2ccccc2)nc1-c1cccc(S(=O)(=O)N2CCOCC2)c1)C(=O)NCc1ccco1	-6%	5%	-10%	9	-6%	1%	-7%	-14%	9%
31	CCc1cc(=O)oc2cc(OC(C)C(=O)O)c(Cl)cc12 (centres undefined)	2%	18%	-4%	11	-2%	-1%	-2%	2%	24%
32	CCOC(=O)c1ccc(N2C(=O)CC(Sc3nc(C)cc(C)n3)C2=O)cc1 (centres undefined)	4%	11%	-7%	9	7%	8%	0%	nt	5%
33	O=C(NC(=S)Nc1ccc2[nH]c(=O)[nH]c2c1)c1cncc(Br)c1	20%	-3%	-34%[inhibitor]	-7	-4%	3%	5%	-13%	2%
34	CC(=O)Nc1ccc(S(=O)(=O)N2CCN(c3ncccn3)CC2)cc1	-1%	-1%	-18%	9	4%	4%	-3%	-3%	-6%
35	CC(C)c1cccc(-c2csc(C(O)c3ccco3)n2)c1 (centres undefined)	4%	0%	nt	13	-6%	nt	0%	41%[activator]	-28%
36	CCc1ccccc1NC(=O)CC(O)(C(=O)OC)C(F)(F)F (centres undefined)	1%	28%	-4%	20	-1%	-11%	-9%	-6%	0%
37	CC(C)Oc1cccc(C(=O)C2CCCN(C(=O)c3ccoc3)C2)c1 (centres undefined)	14%	12%	1%[1.84 µM]	-2	3%[57.1 µM]	-16%	-3%	2%	-1%
38	Oc1ccc(C[C@@H]2CNCCN2CCc2cc(C(F)(F)F)cc(C(F)(F)F)c2)cc1	-29%	?	14%	-67*	-12%	?	0%	20µM*	-22%
39	CC1CC(OCC(O)CN2CCOCC2)CC(C)(C)C1 (centres undefined)	-22%	9%	-1%	-6	-23%[57.1 µM]	7%	-7%	-2%	7%
40	Cc1ccccc1NC(=O)c1nn(C)c(C(=O)Nc2ccccc2C)c1[N+](=O)[O-]	-17%	17%	-2%	-9	-13%	2%	18%	-25%	-1%
41	COc1ccccc1/C=C/C=N/NC(=O)c1cc(-c2ccc(C)o2)[nH]n1	?	?	?	-23	-23%	?	-17%	-26%	?
42	O=C(Nc1cccc(Cl)c1N1CCOCC1)c1ccc2c(c1)OCCO2	-29%	-1%	2.3µM*	-5	-8%	?	4%	nt	15%
43	CC(C)NC(=O)Nc1ccc2c(c1)C(=O)N([C@H](C)CO)C[C@H](C)[C@@H](CN(C)S(=O)(=O)c1ccc(F)cc1)O2	5%	-15%	-4%	10	-10%	-4%	0%	2%	8%
44	O=C(Nc1cccc(NC(=O)N2CCN(c3ccccc3)CC2)c1)N1CCN(c2ccccc2)CC1	0%	-13%	2%[9.22 µM]	-56*	-11%	?	?	?	-8%
45	COc1ccc(S(=O)(=O)N2CCCCCC2)cc1NC(=O)CCNC(=O)c1ccccc1Cl	-11%	-3%	nt	-1	2%	nt	-2%	nt	3%
46	C#CC(CO)N(CCN(Cc1ccccc1)C(C#C)CO)Cc1ccccc1 (centres undefined)	?	-4%	16%	-62*	-35%	23%	-13%	4%	0%
47	Cc1ccc(C(=O)Nc2cccc(C(F)(F)F)c2)cc1Nc1ccccn1	-2%	4%	-4%	27	-9%	14%	-1%	?	-1%
48	COC(=O)Cc1csc(Nc2c(C)n(C)n(-c3ccccc3)c2=O)n1	17%	2%	-11%	8	2%	1%	29%	3%	24%
49	COc1ccc(Cc2nnc(SCC(=O)NCC3CCCO3)o2)cc1 (centres undefined)	21%	4%	-8%	15	68%[activator]	-9%	6%	-5%	0%
50	O=C(NNC(=S)Nc1ccc(F)cc1)c1ccccc1OC(F)F	?	?	-11%	29	-3%	2%	1%	1%	?
51	CC(=O)NCCc1nc(-c2ccc(Cl)cc2)no1	-17%	9%	3%	6	-3%	-21%	-10%	11%	-6%
52	COC(=O)c1ccc(N=Cc2c(C(F)(F)F)[nH]n(C)c2=O)cc1	3%	-27%	-7%	6	-2%	13%	6%	nt	?
53	Cc1cccc(NC(=O)c2nc[nH]c2C(=O)Nc2cc(Br)ccc2F)c1	?	11%	nt	-12	1%	nt	-15%	-5%	2%
54	O=C(NC1CCCCC1)N1CCN(C(=O)c2ccco2)CC1	7%	-3%	-5%	66	-10%	3%	4%	2%	12%

Source: PubChem BioAssay (National Center for Advancing Translational Sciences (NCATS))
